Screens (PubChem BioAssay)
Vif-A3G inh = Vif-A3G binding inhibition; HeLa A3G-eYFP + Vif (tagged APOBEC3G with the HIV-1 protein that degrades it), YFP fluorescence, overnight; Potency, µM (titrated, usually from 46.1 µM), inactives show at the highest dose activity, negative = active, usual class: inhibitors; actives 0.076% (n = 410,000); AID 602310;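 also: % is scaled to controls: 0 for no effect and ±100 for the full control effect; nearly all actives have a fitted effect of over 60% in size; hits raise eYFP signal because A3G escapes Vif-driven loss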
Target sequence (Q9HC16 whole entry, looked up): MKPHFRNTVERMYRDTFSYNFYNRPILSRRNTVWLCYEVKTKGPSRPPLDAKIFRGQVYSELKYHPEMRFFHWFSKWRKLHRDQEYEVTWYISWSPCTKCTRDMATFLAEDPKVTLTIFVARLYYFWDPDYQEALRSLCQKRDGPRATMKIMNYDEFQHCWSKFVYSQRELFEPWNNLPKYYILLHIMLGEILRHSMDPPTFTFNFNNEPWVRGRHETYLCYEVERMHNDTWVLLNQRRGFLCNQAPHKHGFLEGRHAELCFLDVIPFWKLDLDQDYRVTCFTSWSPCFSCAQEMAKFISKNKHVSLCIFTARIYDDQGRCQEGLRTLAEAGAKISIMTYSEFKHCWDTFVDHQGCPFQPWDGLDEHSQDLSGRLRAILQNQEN
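Read-out is eYFP fluorescence (Ex 488/Em 500-530) from Vif-expressing HeLa A3G-eYFP cells; more signal means A3G escaped Vif-mediated degradation. Cells plated overnight, compound pinned in, incubated overnight at 37 deg C.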
TrxR1 substrate = rat thioredoxin reductase 1 substrate activity; O89049; purified TrxR1 substrate turnover, NADPH consumption readout; Potency, µM (titrated, usually from 114 µM), for the others: top-dose activity change, negative = substrate turnover; actives 0.01% (n = 390,000); also: % is scaled to controls: 0 for no effect and ±100 for the full control effect; nearly all actives have a fitted effect of over 50% in size
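Rat TrxR1, dispensed at 90 nM, was prereduced with 400 uM NADPH (final) for 5 min at ~22 deg C, then incubated with compound 15 min before 400 uM selenite. A first-read NADPH fluorescence drop versus no-compound background flagged substrates.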
Vif-APOBEC3F blk = Vif-A3F binding inhibition; HeLa A3F-eYFP + Vif (tagged APOBEC3F with the HIV-1 protein that degrades it), YFP fluorescence increase; Potency, µM (highest dose often 46.1 µM), for the others: at the top dose activity, negative = active; actives 0.2% (n = 390,000); also: % of control where 0% means no effect; nearly all actives have a fitted effect of over 65% in size
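HeLa cells stably expressing A3F-eYFP plus Vif, plated and incubated overnight at 37 deg C, then exposed to compounds overnight at 37 deg C. Blocked degradation read as raised yellow fluorescence (Ex 488/Em 500-530).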
RXFP1 agonist = agonists of human relaxin receptor RXFP1 | HEK293T-RXFP1 cAMP TR-FRET, 30 min; response scale: percent of porcine relaxin response, buffer zero | Potency, µM (top dose mostly 57.5 µM), for inactives: at the highest dose activation, hits mostly activators | actives 0.3% (n = 370,000); also: % is scaled to controls: 0 for no effect and ±100 for the full control effect; nearly all actives have a fitted effect of over 60% in size; many of its hits are not listed in these tables
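cAMP rise read by TR-FRET after 30 min, 37C compound exposure (up to 58 uM) in RXFP1-transfected HEK293 cells with Ro 20174 present. EC50 from Hill-equation fits, with 29 nM porcine relaxin as 100% and buffer as basal.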
mIDH1 inhibitor = blocks human mutant IDH1 R132H enzyme | O75874 | IDH1-R132H enzyme, NADPH consumption, diaphorase/resazurin fluorescence | Potency, µM (highest dose often 76.6 µM), for the others: at the top dose activity change, negative = inhibition, hits mostly inhibitors | actives 0.093% (n = 390,000); also: % is scaled to controls: 0 for no effect and ±100 for the full control effect; nearly all actives have a fitted effect of over 65% in size
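IDH1-R132H (0.5 ug/mL dispensed) in pH 7.5 Tris buffer was preincubated 30 min with compound, then given a substrate mix of 0.016 mM NADPH and 2 mM alpha-KG for 80 min at room temperature; remaining NADPH was read by diaphorase/resazurin fluorescence.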
rTrxR1 inhibitor = rat TrxR1 inhibition; actives 1% (n = 390,000); Potency, µM (titrated, usually from 114 µM), for inactives: at the top dose activity change, negative = inhibition, usual class: inhibitors; recombinant rTrxR1, NADPH fluorescence consumption, selenite substrate; also: % is scaled to controls: 0 for no effect and ±100 for the full control effect; nearly all actives have a fitted effect of over 65% in size
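Rat TrxR1 (90 nM in the dispensed reagent) was pre-reduced with 400 uM NADPH for 5 min at room temperature, then incubated with compound for 15 min. After 400 uM selenite was added, NADPH fluorescence (Ex 340/Em 450 nm) was followed for 8 min.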
12-LOX inh = blocks human arachidonate 12S-lipoxygenase; AID 1671190; actives 1.1% (n = 580,000); purified 12hLO, xylenol orange hydroperoxide absorbance; Potency, µM (highest dose often 108 µM), without a hit: at the top dose activity change, negative = inhibition, actives largely listed as inhibitors; P18054; also: % is scaled to controls: 0 for no effect and ±100 for the full control effect
Target sequence (P18054 whole entry, looked up): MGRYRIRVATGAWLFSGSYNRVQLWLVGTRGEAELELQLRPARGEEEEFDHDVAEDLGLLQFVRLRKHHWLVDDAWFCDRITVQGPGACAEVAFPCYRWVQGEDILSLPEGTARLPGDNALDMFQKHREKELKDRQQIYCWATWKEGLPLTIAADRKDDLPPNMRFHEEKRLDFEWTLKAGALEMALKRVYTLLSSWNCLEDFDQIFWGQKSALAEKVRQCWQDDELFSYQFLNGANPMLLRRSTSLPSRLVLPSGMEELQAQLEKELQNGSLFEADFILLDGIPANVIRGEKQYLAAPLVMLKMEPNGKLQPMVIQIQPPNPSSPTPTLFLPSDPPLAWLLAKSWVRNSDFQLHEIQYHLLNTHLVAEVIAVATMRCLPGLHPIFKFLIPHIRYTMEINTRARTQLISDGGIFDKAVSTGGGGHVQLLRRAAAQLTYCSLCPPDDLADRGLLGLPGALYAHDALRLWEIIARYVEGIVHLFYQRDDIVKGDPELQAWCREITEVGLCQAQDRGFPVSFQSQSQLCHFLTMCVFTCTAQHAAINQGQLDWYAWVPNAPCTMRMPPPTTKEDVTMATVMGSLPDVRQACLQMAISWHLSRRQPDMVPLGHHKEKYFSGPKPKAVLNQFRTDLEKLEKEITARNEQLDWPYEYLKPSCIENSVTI
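Purified human 12hLO at 150 nM in 25 mM Hepes, 0.01% Triton X-100, pH 7.0, preincubated 15 min at room temperature with compound. Reaction started with 40 uM arachidonic acid, 30 min at room temperature. Hydroperoxide measured by Fe-xylenol orange, 573/405 nm absorbance ratio.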
RGS4 inhibitor = blocks human RGS4-accelerated GTP hydrolysis. Potency, µM (highest dose often 114 µM), without a hit: at the highest dose activity change, negative = inhibition, hits mostly inhibitors. P49798. AID 504845. actives 0.039% (n = 390,000). Transcreener GDP fluorescence polarization, RGS4-accelerated GTP hydrolysis; also: % is scaled to controls: 0 for no effect and ±100 for the full control effect; nearly all actives have a fitted effect of over 75% in size; some results filed as inactive show a strong effect at the top dose
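MLSMR compounds (23 nl, pin-transferred) preincubated 10 min at room temperature with a 500nM (2x) first reagent, then RGS4 at 900nM (2x) plus Transcreener GDP mix added; fluorescence polarization (620/688 nm) read before and after 90 min at 30 °C.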
USP1-UAF1 inh = USP1/UAF1 (human) deubiquitinase inhibition; AID 743255; O94782; actives 0.23% (n = 390,000); Potency, µM (highest dose often 57.1 µM), for the others: top-dose activity change, negative = inhibition, usual class: inhibitors; recombinant USP1/UAF1, Ub-Rhodamine cleavage fluorescence; also: % is scaled to controls: 0 for no effect and ±100 for the full control effect; nearly all actives have a fitted effect of over 60% in size; inactives centre near -12
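In this screen, compounds sit with the deubiquitinase complex (1nM) for 15 min at room temperature before Ub-Rho is added at 150nM final. Fluorescence rise is then followed for 6 reads every 60 seconds.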
Starred values were filed as active, the others as inactive; ? = inconclusive; · = no result given; & = joins results of further samples; [ ] = another dose, or the depositor's remark. Calls follow the shape of the dose curve; as a rule, active = well fitted curve in the direction sought with a large enough effect; inconclusive = small, poorly fitted or top-dose-only effect, or another doubt; inactive = no such curve, though single readings can be large; an effect the other way counts as inactive or inconclusive. Potency is read from the fitted curve at half-maximal effect. These rows are one share of the data; count on the stated rates, not on these rows.

SMILES	Vif-A3G inh	TrxR1 substrate	Vif-APOBEC3F blk	RXFP1 agonist	mIDH1 inhibitor	rTrxR1 inhibitor	12-LOX inh	RGS4 inhibitor	USP1-UAF1 inh
Cc1nc2sc(C(c3ccc(Cl)cc3)N3CCN(C(=O)c4ccco4)CC3)c(O)n2n1 (stereo not drawn)	0%	2%	-8%	0.4%	0%	4%	0%	-21%	-16%
S=c1[nH]nc(-c2cccs2)n1/N=C/c1cn(-c2ccccc2)nc1-c1ccc(Cl)cc1	-5%	2%[57.1 µM]	-2%	1.8%	-6%	16%[57.1 µM]	?	-16%	-13%
Cc1ccc(OCC(=O)N/N=C\c2ccc(C)o2)c([N+](=O)[O-])c1	?	-2%	?	1.1%	11%	4%	-7%	-5%	-16%
C=CCNc1nc(Nc2cc(Cl)ccc2OC)nc(OC)n1	1%	1%	6%	7.2%	0%	14%	28%	4%	-2%
CCC(=O)N1CCNC(=O)C1CC(=O)Nc1ccc(C)c(Cl)c1 (stereo not drawn)	-8%	5%[57.1 µM]	-2%	1.0%	4%	6%	0%	24%	0%
Cc1cc(NC(=O)c2cc(-c3ccc(Cl)cc3)on2)n(-c2ccccc2)n1	-4%	-9%	-10%	-1.6%	8%	-9%	-13%	-7%	-13%
CN(C(=O)CSc1nnc(-c2c[nH]c3ccccc23)o1)C1CCS(=O)(=O)C1 (stereo not drawn)	-9%	-10%	14%	1.2%	-5%	-22%	16%	-2%	-9%
CCOC(=O)c1ccc(N2C(=O)c3n[nH]c(C)c3C2c2ccccc2OC)cc1 (stereo not drawn)	-4%	-7%	-9%	3.2%	?	12%	-9%	-7%	-16%
O=C(c1cccc(Oc2c(Cl)cccc2[N+](=O)[O-])c1)N1CCCCC1	-2%	3%	-11%	1.3%	0%	12%	-4%	20%	-18%
Cc1ccc(N=C(N)N=C(N)N)c(C)c1	1%	-1%[57.1 µM]	-4%	1.6%	-7%	-1%[57.1 µM]	183%[activator]	5%	-2%
CSc1cccc(NC(=S)N2CCC(N(C)C(C)C)CC2)c1	2%	4%[57.1 µM]	-2%	-0.7%	15%	2%[57.1 µM]	-11%	-24%	3%
Cc1ccccc1C1NC(c2ccccc2C)C([N+](=O)[O-])C(C)(C)C1[N+](=O)[O-] (stereo not drawn)	2%	1%	-3%	-0.3%	-5%	27%	119%[activator]	33%	-13%
Cc1cc(C)cc(COn2ccnc2)c1	1%	4%[57.1 µM]	8%	1.6%	0%	5%[57.1 µM]	0%	8%[11.4 µM]	-6%
CCOC(=O)C1=C(C)C(c2ccc(OC)cc2)NC(=O)N1 (stereo not drawn)	-2%	-6%	-8%	-0.5%	-4%	7%	-2%	15%	-12%
O=C(Nc1ccc(Cl)cn1)C1CCCN1S(=O)(=O)c1ccccc1 (stereo not drawn)	1%	-6%[57.1 µM]	-7%	-0.4%	3%	8%[57.1 µM]	-7%	-26%[11.4 µM]	-5%

Full records, quoted from the list:
Shown for `Cc1ccc(N=C(N)N=C(N)N)c(C)c1` → Vif-A3G inh = 1%; TrxR1 substrate = -1%[57.1 µM]; Vif-APOBEC3F blk = -4%; RXFP1 agonist = 1.6%; mIDH1 inhibitor = -7%; rTrxR1 inhibitor = -1%[57.1 µM]; 12-LOX inh = 183%[activator]; RGS4 inhibitor = 5%; USP1-UAF1 inh = -2%
Shown for `CCC(=O)N1CCNC(=O)C1CC(=O)Nc1ccc(C)c(Cl)c1` (stereo not drawn) → Vif-A3G inh = -8%; TrxR1 substrate = 5%[57.1 µM]; Vif-APOBEC3F blk = -2%; RXFP1 agonist = 1.0%; mIDH1 inhibitor = 4%; rTrxR1 inhibitor = 6%; 12-LOX inh = 0%; RGS4 inhibitor = 24%; USP1-UAF1 inh = 0%

Following part:
SMILES	Vif-A3G inh	TrxR1 substrate	Vif-APOBEC3F blk	RXFP1 agonist	mIDH1 inhibitor	rTrxR1 inhibitor	12-LOX inh	RGS4 inhibitor	USP1-UAF1 inh
O=C(Nc1c2c(nn1-c1ccc(F)cc1)CS(=O)(=O)C2)C1CCCC1	0%	1%	3%	0.2%	-8%	4%	-21%	23%	-15%
COc1ccc(/C=C(\C#N)C(=O)Nc2cccnc2)cc1	2%	0%	-13%	1.6%	2%	-5%	-15%	-7%	?
O=C(Nc1cccc(Cl)c1)c1cccc(Oc2ccc([N+](=O)[O-])cc2Cl)c1	-4%	3%	1%	6.7%	6%	33%	1%	14%	-6%
CNC(=O)C1CCC(Cn2c(=O)c3sccc3n(CC(=O)NCc3ccc(C)cc3)c2=O)CC1 (stereo not drawn)	0%	4%[57.1 µM]	5%	0.7%	8%	7%[57.1 µM]	1%&-11%	-5%	-14%
CC1(C(=O)N2CCC(CC3CC(c4cccc(Br)c4)=NO3)(C(=O)NCC3CCCCC3)CC2)CC1 (stereo not drawn)	-2%	5%	-1%	1.1%	7%	18%	2%	-15%	-25%
C=CCN1CCN(C(c2ccc(Cl)cc2)c2nnnn2CCc2ccc(OC)c(OC)c2)CC1 (stereo not drawn)	-3%	-3%	·	0.3%	6%	8%	-23%	-30%	-12%
COC(=O)c1c(NC(=O)c2ccccc2F)sc(C(=O)N2CCOCC2)c1C	-1%	-4%	12%	5.0%	-1%	-18%	17%	12%	-21%
COc1cc(C(=O)NCc2nnc(SCC(=O)Nc3nccs3)o2)cc(OC)c1OC	-1%	5%	-16%	3.1%	9%	19%[57.1 µM]	10%	-5%	-7%
O=C(O)CCn1cnc2onc(-c3cc(F)cc(F)c3)c2c1=O	-3%	-3%	-12%	8.1%	3%	9%	?	12%	-21%
COc1ccc(C(=S)N2CCN(C)CC2)cc1Br	2%	-23%[57.1 µM]	-14%	-0.4%	2%	9%[57.1 µM]	0%	-16%	-14%
CCOC(=O)c1c(-c2ccc(Br)cc2)csc1NC(=O)c1ccccc1F	4%	14%	-5%	0.6%	-4%	25%	-3%	18%	8%
O=C(N=Nc1c(O)[nH]c2ccc(Cl)cc12)c1cc(-c2cccs2)nc2ccccc12	-1%	-10%	?	0.0%	5%	-5%	-16%	-24%	-16%
CC[C@@H]1C=C(C(=O)O)[C@H](c2ccc3c(c2)OCO3)N1S(=O)(=O)c1ccc(C)cc1	0%	-2%	1%	·	3%	-6%	?	-9%	-16%
Cc1nc2ccccc2c2c1C(=O)N(c1ccc(C(=O)O)cc1)C2=O	5%	-5%	-5%	0.4%	1%	-10%	-13%	-13%	?
CCN(CC)C(=O)CSc1nc2cc3c(cc2c(=O)n1Cc1ccc2c(c1)OCO2)OCO3	0%	-8%	1%	0.6%	2%	-7%	0%	-5%	-7%
Cc1onc(-c2ccccc2Cl)c1C(=O)OCC(=O)c1ccc[nH]1	-1%	-1%	-14%	0.9%	4%	13%	-1%	-15%	-18%
COc1ccccc1N1CCN(Cc2cc3c(cc2O)OCO3)CC1	-4%	6%	9%	0.4%	26%	?	-29%	5%	-17%
Cc1ccccc1S(=O)(=O)Cc1ccc(C(=O)N2CCN(c3cccc(C)c3C)CC2)o1	?	4%[57.1 µM]	6%	2.4%	7%	1%[57.1 µM]	-4%	-20%	-10%
CCc1nnc(NC(=O)COc2ccc([N+](=O)[O-])cc2)s1	2%	-1%[57.1 µM]	3%	2.8%	9%	-2%[57.1 µM]	4%	-6%	-19%
Cc1ccn2c(Nc3ccc4c(c3)OCCO4)c(-c3ccc(C)s3)nc2c1	-13%	42%[activator]	-1%	16%	4%	59%[activator]	-51%	-7%	-32%
O[C@@H]1CN(Cc2cccs2)[C@@H](c2ccccc2)C[C@H]1n1cc(C2CC2)nn1	-6%	·	2%	·	-2%	·	12%	·	1%
COCc1cc(=O)[nH]c(SCCS(=O)(=O)c2ccc(C)cc2)n1	2%	7%[57.1 µM]	9%	-0.2%	5%	1%[57.1 µM]	0%	-25%	11%
CCCCn1c(N)c(N(CCC(C)C)C(=O)c2cccc(S(=O)(=O)N3CCN(C)CC3)c2)c(=O)[nH]c1=O	2%	-3%	-15%	0.3%	8%	4%	10%	-18%	-20%
CCNC(=O)OCC(CC)NC(=O)OCC(C)C (stereo not drawn)	-5%	-3%	1%	-3.2%	16%	7%	6%	-12%	-18%
COC(=O)N1CCN(c2ccc(C(C)=O)cc2)CC1	1%	-10%	-17%	1.9%	4%	-19%	3%	-24%	-3%
COc1cc2cc(CN(CCc3cccc(C)c3)C(=S)NCCCN3CCOCC3)c(=O)[nH]c2cc1OC	-1%	23%	-21%	-3.6%	-4%	9%	?	10%	-25%
COCCn1c(SCC(=O)Nc2cc(C)on2)nc2cc(Cl)ccc2c1=O	0%	2%	-6%	24%	5%	6%	-1%	2%	-10%
CC(C)(C)NC(=O)/C(=C\c1ccc(Br)cc1)NC(=O)c1cccs1	0%	10%[57.1 µM]	1%	1.6%	-4%	12%	406%[activator]	11%	-10%
Cc1cc(C)n(-c2ccc(-n3ccnc3)nn2)n1	-1%	-5%	-1%	-1.8%	-3%	-2%	-21%	-18%	10%
COc1ccc(C(=O)/C=C2/c3ccccc3CC(C)(C)N2C)cc1	?	2%	-8%	0.9%	-1%	2%	5%	2%	-17%
COc1ccc(S(=O)(=O)n2cnc3ccccc32)cc1OC	0%	4%	-22%	0.8%	2%	9%	-8%	7%	-15%
Cc1ccc(C)c(NC(=S)NCCc2ccc(S(N)(=O)=O)cc2)c1	-5%	-3%[57.1 µM]	-10%	·	4%	-3%	?	-36%	-8%
